p97 inhibitor – human p97 ATPase inhibition; recombinant p97 ATPase, Kinase-Glo ATP luminescence, 3 h; P55072; inhibition, % at 8 µM; hit rate 0.42% among 220,000; AID 1481; in the data active = inhibition above about 15%;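 also: 0% = DMSO vehicle and 100% = wells lacking enzyme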
RBBP9 inhibitor – blocks human serine hydrolase RBBP9; recombinant RBBP9, FP-Rh probe fluorescence polarization; AID 1515; O75884; hit rate 0.2% among 220,000; inhibition, % at 7.94 µM;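 active = inhibition above the campaign mean of all tested compounds plus 3 SD, cut at about 14% in these data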;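 also: plate controls were DMSO wells with RBBP9 for no effect and wells lacking RBBP9 protein for full effect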
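Measured by – fluorescence polarization · Test system – RBBP9 protein · Input – 2.5 µM RBBP9 dispensing solution, before mixing · Measure – percent inhibition from mP, scaled between DMSO and no-protein wells · Benchmarks – DMSO-treated enzyme wells and wells lacking RBBP9 · Times – preincubation 30 min plus labeling 45 min at 25 °C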
TbHK1 inh – blocks Trypanosoma brucei hexokinase 1 activity; recombinant TbHK1, G6PDH-coupled NADH A340; inhibition, % at 10 µM; hit rate 0.11% among 220,000; AID 1430;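 active = inhibition of 50% or more in the single-dose primary screen; inactive = inhibition below 50%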
EP2 antag – blocks the human prostaglandin E2 receptor EP2; hit rate 0.52% among 260,000; C6 glioma cells expressing human EP2, cAMP TR-FRET; cells stimulated with saturating PGE2; P43116; inhibition, % at 25 µM;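 active = percent inhibition above 40 after rounding to a whole number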;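 also: rat C6 glioma host cells with rolipram phosphodiesterase inhibitor present; the protocol text gives 20 µM as final concentration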
Target sequence (P43116 whole entry, looked up): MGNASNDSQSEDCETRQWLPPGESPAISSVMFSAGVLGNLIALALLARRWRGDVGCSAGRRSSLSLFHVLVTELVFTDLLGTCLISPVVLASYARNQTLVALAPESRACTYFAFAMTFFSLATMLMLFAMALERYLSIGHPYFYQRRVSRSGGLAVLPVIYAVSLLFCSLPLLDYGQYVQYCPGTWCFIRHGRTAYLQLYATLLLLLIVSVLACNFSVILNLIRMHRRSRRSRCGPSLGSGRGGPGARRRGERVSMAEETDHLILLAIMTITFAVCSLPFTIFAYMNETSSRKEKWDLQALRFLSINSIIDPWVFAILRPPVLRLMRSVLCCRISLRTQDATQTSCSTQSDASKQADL
PPC-1+TRAIL kill – kills PPC-1 cancer cells in the presence of TRAIL; PPC-1 cells + TRAIL, ATPLite viability luminescence; hit rate 0.41% among 220,000; cell killing (% activity), % at 4 µM; AID 1443;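 active = cell killing above 50% in the first pass at 4 µM, then a duplicate retest at 5 µM averaging 50% or more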;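 also: plate controls were cells with TRAIL plus DMSO for no effect and medium-only wells lacking cells for full effect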
NCF1 inh – p47phox (human) inhibition; inhibition, % at 24.7 µM; P14598; hit rate 0.53% among 220,000; AID 1274; p47phox/p22phox peptide binding, fluorescence polarization, 2 h;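 active = inhibition above about 30%, limit read from the data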;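 also: 0% = p47phox with labelled peptide and 100% = labelled peptide alone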
BaF3 tox – counter-screen for JAK2V617F inhibitors: parental Ba/F3 viability inhibitors; CellTiter-Glo ATP luminescence; inhibition, % at 5.6 µM; hit rate 1.1% among 220,000; AID 1486;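 active = inhibition above a per-campaign cutoff, the mean inhibition of all tested compounds plus 3 SD, cut at about 27% in these data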;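 also: 0% = DMSO wells and 100% = JAK Inhibitor I control wells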
Ba/F3 V617F tox – lowers viability of Ba/F3 cells expressing EpoR and JAK2V617F; AID 1446; ATP luminescence; hit rate 1.1% among 220,000; inhibition, % at 5.6 µM;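 active = inhibition above the campaign mean plus 3 SD over all tested compounds, cut at about 24% in these data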;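 also: cytokine-independent growth of Ba/F3 cells driven by EpoR plus mutant JAK2; 0% = DMSO-treated cells and 100% = JAK inhibitor I control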
Furin inhibitor – inhibitors of human furin | hit rate 0.061% among 220,000 | P09958 | inhibition, % at 30 µM | purified furin, fluorogenic substrate cleavage; in the data active = inhibition above about 25%; also: inactives centre near -15
Target sequence (P09958 108-714 limits assumed): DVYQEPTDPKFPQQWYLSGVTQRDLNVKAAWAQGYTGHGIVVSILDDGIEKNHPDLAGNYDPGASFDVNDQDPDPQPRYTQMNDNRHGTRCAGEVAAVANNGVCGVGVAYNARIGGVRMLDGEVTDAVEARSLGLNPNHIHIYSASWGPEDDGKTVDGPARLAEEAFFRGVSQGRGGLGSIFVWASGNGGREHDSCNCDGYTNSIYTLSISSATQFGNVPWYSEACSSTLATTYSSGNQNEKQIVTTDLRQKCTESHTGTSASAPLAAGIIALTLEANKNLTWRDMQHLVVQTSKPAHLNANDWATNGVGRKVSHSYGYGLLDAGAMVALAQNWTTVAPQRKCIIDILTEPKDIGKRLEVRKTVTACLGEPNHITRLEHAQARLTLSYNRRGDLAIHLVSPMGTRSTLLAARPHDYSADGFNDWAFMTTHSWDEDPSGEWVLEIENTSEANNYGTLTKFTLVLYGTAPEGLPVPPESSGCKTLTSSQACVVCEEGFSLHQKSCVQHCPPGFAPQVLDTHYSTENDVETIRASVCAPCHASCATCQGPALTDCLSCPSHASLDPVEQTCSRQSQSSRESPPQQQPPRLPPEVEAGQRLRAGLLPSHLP
Active calls of the source: *; nt = not tested or not shown; & = joins results of further samples; [ ] = dose if it differs, or a comment. An excerpt; the hit share may differ from the screen's.

SMILES	p97 inhibitor	RBBP9 inhibitor	TbHK1 inh	EP2 antag	PPC-1+TRAIL kill	NCF1 inh	BaF3 tox	Ba/F3 V617F tox	Furin inhibitor
CC(C)CN(C(=O)COC(=O)Cc1c[nH]c2ccccc12)C1CCS(=O)(=O)C1 (stereo unspecified)	1	-5	-3	5	29	-8	4	-5	-22
Fc1cccc(Cc2noc(CN3CCCCC3CCc3ccccn3)n2)c1 (stereo unspecified)	-1	8	-7	2	3	-4	2	0	-10
CCN(CC)c1ccc(CNc2nc3ccccc3n2CC)cc1	3	-4	0	8	6	-5	-1	0	-29
COc1cc(C)c(Cl)cc1S(=O)(=O)n1ccnc1	0	5	-6	1	11	7	4	-1	-20
O=C(COC(=O)/C=C/c1ccc(Cl)cc1)Nc1ccccc1	6	0	0	13	7	-8	8	1	-22
Cc1nn(CCCC(=O)Nc2sc3c(c2C#N)CCC3)c(C)c1[N+](=O)[O-]	-5	-6	-2	12	16	-6	2	3	-12[20 µM]
CN(c1ccccc1)S(=O)(=O)c1cc(Cl)ccc1Cl	3	-4	0	6	10	-3	7	-1	-37
CNC(=S)N1CCN(C(c2ccccc2)c2ccccc2)CC1	-5	-9	5	7	6	-1	2	6	-10
CCOCCCNC(=O)CN1C(=O)/C(=C/c2ccccc2)Sc2ccccc21	0	-6	-13	4	8	-9	5	1	-14
NCC(O)COCCC12CC3CC(CC(C3)C1)C2 (stereo unspecified)	-4	-8	4	10	28	-4	14	4	-1

Ordered by heavy-atom count (low to high): some entries from above
SMILES	p97 inhibitor	RBBP9 inhibitor	TbHK1 inh	EP2 antag	PPC-1+TRAIL kill	NCF1 inh	BaF3 tox	Ba/F3 V617F tox	Furin inhibitor
COc1cc(C)c(Cl)cc1S(=O)(=O)n1ccnc1	0	5	-6	1	11	7	4	-1	-20
CNC(=S)N1CCN(C(c2ccccc2)c2ccccc2)CC1	-5	-9	5	7	6	-1	2	6	-10
Fc1cccc(Cc2noc(CN3CCCCC3CCc3ccccn3)n2)c1 (stereo unspecified)	-1	8	-7	2	3	-4	2	0	-10

Among those listed so far, 3 contain four or more nitrogen atoms.
SMILES	p97 inhibitor	RBBP9 inhibitor	TbHK1 inh	EP2 antag	PPC-1+TRAIL kill	NCF1 inh	BaF3 tox	Ba/F3 V617F tox	Furin inhibitor
Fc1cccc(Cc2noc(CN3CCCCC3CCc3ccccn3)n2)c1 (stereo unspecified)	-1	8	-7	2	3	-4	2	0	-10
CCN(CC)c1ccc(CNc2nc3ccccc3n2CC)cc1	3	-4	0	8	6	-5	-1	0	-29
Cc1nn(CCCC(=O)Nc2sc3c(c2C#N)CCC3)c(C)c1[N+](=O)[O-]	-5	-6	-2	12	16	-6	2	3	-12[20 µM]

Other entries follow:
SMILES	p97 inhibitor	RBBP9 inhibitor	TbHK1 inh	EP2 antag	PPC-1+TRAIL kill	NCF1 inh	BaF3 tox	Ba/F3 V617F tox	Furin inhibitor
CCOc1ccccc1N1CCN(c2nc3ccccc3nc2C(C#N)C(=O)OC)CC1 (stereo unspecified)	7	0	2	7	18	-10	-1	3	-5[20 µM]
CCCn1c(Nc2nc3ccccc3n2C)nc2ccccc21	-5	-1	-5	8	7	-7	7	2	4
CCOC(=O)c1c(NC(=O)C2C3C=CC(C3)C2C(=O)O)sc2c1CC(C)CC2 (stereo unspecified)	-7	-4	6	13	2	-6	7	4	-5
CCOc1ccc(-n2c(COc3ccccc3)nnc2SCC(N)=O)cc1	-4	-6	24	13	-19	-2	1	-2	0
Brc1ccc2[nH]c3c(c2c1)CCC3	0	-10	-5	7	13	-8	1	2	-6
Cc1ccc(C(=O)Nc2nc3ccc(S(C)(=O)=O)cc3s2)s1	5	-4	-2	8	48	-14	2	-1	-26
CCCOC(=O)Nc1nc(-c2ccc(C)cc2)c(C)s1	1	-3	-3	12	6	-27	4	0	-31
CCS(=O)(=O)NC(C)C(c1cccs1)N1CCN(C)CC1 (stereo unspecified)	4	2	-2	6	3	-3	-2	-4	-28
Cc1ccccc1Cn1cnc2ccccc21	1	-3	-4	5	5	8	9	2	-21
COC(=O)CNc1nc(-c2ccccc2F)nc2ccccc12	8	-12	1	14	16	-9	8	0	-13
COc1ccc(-c2coc3cc4oc(=O)c5ccccc5c4cc23)cc1F	1	-1	-6	10	3	17	1	-3	-28
COc1ccc(Br)cc1/C=N/NC(=O)c1ccc(OC)c(OC)c1	7	0	-25	6	0	-19	10	3	-9
O=C(COC(=O)c1cccc(S(=O)(=O)N2CCN(c3ccccc3)CC2)c1)NCc1ccco1	0	-7	6	12	9	-7	5	-2	-35
CCC(C)(C)NC(=O)C(c1cccn1C)N(C(=O)Cn1nnc2ccccc21)c1ccccc1OC (stereo unspecified)	2	-8	-6	6	-10	-1	2	-2	-21
CCS(=O)(=O)N1CCN(C(=O)c2ccc(-c3ccccc3)cc2)CC1	1	4	0	13	8	-3	2	-2	-3
CCn1c(C)c(C(C)=O)c(N2CCC(C(N)=O)CC2)nc1=S	4	-7	-2	12	15	-14	1	-2	-151[20 µM]
CC1CCN(Cc2cc(=O)oc3cc4c(cc23)CCCC4)CC1	2	-7	-6	5	8	-13	0	-4	-25
Cc1ccc(C(c2sc3ncnn3c2O)N2CCCCC2)cc1 (stereo unspecified)	-3	2	-1	10	nt	-8	1	-4	-4
CC(=O)c1ccc(NC(=O)N2CCCC(C(=O)c3ccc4c(c3)OCO4)C2)cc1 (stereo unspecified)	3	-2	-21	4	-16	3	4	3	-29
COc1cc(-c2[nH]nc3c2C(c2ccco2)C(C#N)=C(N)O3)cc(OC)c1OC (stereo unspecified)	5	-2	-5	8	5	-15	1	-4	-9

Three of the entries above in order of their number in NCF1 inh, falling:
mol	NCF1 inh
COc1ccc(-c2coc3cc4oc(=O)c5ccccc5c4cc23)cc1F	17
CCS(=O)(=O)N1CCN(C(=O)c2ccc(-c3ccccc3)cc2)CC1	-3
COc1cc(-c2[nH]nc3c2C(c2ccco2)C(C#N)=C(N)O3)cc(OC)c1OC (stereo unspecified)	-15

(continued)
SMILES	p97 inhibitor	RBBP9 inhibitor	TbHK1 inh	EP2 antag	PPC-1+TRAIL kill	NCF1 inh	BaF3 tox	Ba/F3 V617F tox	Furin inhibitor
Cc1cc(NC(=O)CSc2nc3c(c(=O)n(C)c(=O)n3C)n2C(C)C)no1	3	-3	0	-1&7	10	-8	1	-1	-19
O=[N+]([O-])c1ccc(-c2nc3ccc([N+](=O)[O-])cc3[nH]2)cc1	-2	-4	-24	9	36	7	10	3	-7
COc1ccc(-c2nc3cnccn3c2NC(C)(C)CC(C)(C)C)cc1O	0	-4	1	16	26	-1	5	3	-24
Cc1ccc(C(=O)NC(=S)NNC(=O)COc2ccccc2C)cc1	13	3	6	12	30	-1	4	0	-19
Cn1c(=O)c2c(ncn2CC(=O)N2CCN(c3ccccc3F)CC2)n(C)c1=O	4	0	2	0	3	3	1	-3	-12
COc1cccc(/C=N/NC(=O)CC2C(=O)NN=C2C)c1OC (stereo unspecified)	-2	5	-5	10	-2	-9	5	-1	-22[20 µM]
Cc1ccc(Cl)cc1NC(=O)Nc1cccs1	9	-10	1	7	1	-10	5	-5	-32
Cc1cc(C)nc(N2CCN(C(=O)c3ccc(S(=O)(=O)N4CCCCCC4)cc3)CC2)n1	1	-7	-1	1	21	-5	3	2	-24
O=C(NN=C1CCCCCCCCCCC1)c1cccnc1	1	-4	-4	1	-4	-1	6	-2	-19
Cc1nc(NC(=O)CN2CCC(O)(c3ccc(F)cc3)CC2)sc1C	3	-3	3	6	-7	-11	-3	0	-20
CCOC(=O)CSc1nnc(CNC(=O)c2ccc([N+](=O)[O-])cc2)n1C	3	0	-3	4	21	-2	5	3	-16
CNC(=O)C(=O)Nc1c(O)c2ccccc2[nH]c1=O	3	18*	-4	8	7	-7	-2	-4	-14
O=C(Nc1ccc(-c2noc(CCc3ccccc3)n2)cc1)c1cccnc1	-4	-20	0	76*	-6	-18	0	2	-15
COc1ccc(CCNC(=O)C(=O)NCc2ccc(C)cc2)cc1OC	2	4	-1	8	16	-3	2	-2	-18[20 µM]
COc1ccc(N(CC(=O)NN=C2CCCCCCC2)S(=O)(=O)c2ccccc2)cc1Cl	-1	-5	2	14	16	-1	1	-4	-12[20 µM]
O=C(O)COc1ccc(C(=O)c2ccccc2)cc1	6	-5	-6	9	5	-12	0	-2	-23
O=C(NCc1cccnc1)c1ccc(CS(=O)(=O)c2ccc(Br)cc2)o1	-2	-8	0	1	6	3	1	-6	-7
Cc1ccc(N2C(=O)c3ccccc3NC2C(C)Cc2ccc3c(c2)OCO3)cc1 (stereo unspecified)	1	-3	5	3	13	4	8	-2	-6[20 µM]
CCSC1=NCN(CCCC(=O)O)CN1	-2	-3	-4	5	22	4	-2	-3	-24
COc1ccc(S(=O)(=O)NCCCCCC(=O)NCCCN2CCOCC2)cc1	-7	-9	4	4	8	-9	1	5	2

Quoted from the entries so far (2 entries):
SMILES	p97 inhibitor	RBBP9 inhibitor	TbHK1 inh	EP2 antag	PPC-1+TRAIL kill	NCF1 inh	BaF3 tox	Ba/F3 V617F tox	Furin inhibitor
CCOC(=O)CSc1nnc(CNC(=O)c2ccc([N+](=O)[O-])cc2)n1C	3	0	-3	4	21	-2	5	3	-16
CNC(=O)C(=O)Nc1c(O)c2ccccc2[nH]c1=O	3	18*	-4	8	7	-7	-2	-4	-14

More results follow:
SMILES	p97 inhibitor	RBBP9 inhibitor	TbHK1 inh	EP2 antag	PPC-1+TRAIL kill	NCF1 inh	BaF3 tox	Ba/F3 V617F tox	Furin inhibitor
CCC(=O)N1N=C(c2ccc(Cl)cc2)CC1c1ccco1 (stereo unspecified)	-8	-11	3	7	16	-5	7	4	-11
COc1ccc2c(c1)c(C(=O)O)c(C)n2-c1ccccc1	14	8	-5	16	10	-1	-2	-3	-15
COc1ccc(C(CCN2CCOCC2)c2c(OC)cc(OC)c3c(C)cc(=O)oc23)cc1 (stereo unspecified)	nt	nt	-27	14	20	-11	nt	nt	-28
CCOc1cc2[nH]c(=S)n(Cc3ccc(C)o3)c(=O)c2cc1OCC	4	1	-10	8	18	-17	10	2	-12
C/C(N)=C(/C#N)C(=O)COC(=O)c1cc2c(s1)CCC(C)C2 (stereo unspecified)	-7	-9	6	6	13	-12	4	5	-8
CN(C)c1nc(Oc2ccc(/C=N/O)cc2)nc(N(C)C)n1	-4	-5	8	16	-14	-5	4	0	-12
CC1(C)CC(=O)/C(=N/Nc2ccc(Cl)cc2)CO1	7	-2	-27	7	11	-8	0	-5	-6
O=C(Cn1cnc2cc([N+](=O)[O-])ccc2c1=O)NCCc1ccc(F)cc1	4	-8	-6	1	21	6	5	-3	-16
COc1ccc(N(CC(O)CN2CCCCC2)S(=O)(=O)c2ccc(C)cc2)cc1 (stereo unspecified)	4	0	9	12	8	-5	4	2	-29
Cc1cc(-c2nnnn2-c2cc(Cl)cc(Cl)c2)no1	5	-6	-15	8	17	-1	-3	-2	-17
O=C(/C=C/c1ccc([N+](=O)[O-])cc1)NCCc1ccccc1	-1	-12	-3	4	20	-8	1	-1	-12
